Assay outcomes (PubChem)
pPAFAH inh = inhibitors of human plasma PAF acetylhydrolase (pPAFAH); inhibition, % at 3.39 µM; 330,000 tested, 1.5% active; recombinant pPAFAH, FP-rhodamine probe fluorescence polarization; Q13093;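 active means inhibition above the mean inhibition across the screen plus 3 SD, cut at about 25% in these data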;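 further: inhibitors block binding of the rhodamine activity-based probe so polarization drops; 0% = enzyme with DMSO and 100% = wells lacking pPAFAH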
PAFAH2 FP inh = inhibitors of human PAFAH2; AID 492956; inhibition, % at 3.39 µM; Q99487; 340,000 tested, 0.99% active; recombinant PAFAH2, FP-rhodamine activity probe, fluorescence polarization;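 active means inhibition above the mean over all tested compounds plus 3 SD, cut at about 30% in these data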;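 further: inhibitors block probe labeling of enzyme so polarization drops; 0% = enzyme with DMSO and 100% = wells lacking PAFAH2 protein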
GSTO1 counter = GSTO1 inhibition, counter-screen for RBBP9 inhibitors; inhibition, % at 5.96 µM; recombinant GSTO1, activity-based probe fluorescence polarization; 300,000 tested, 1.1% active;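 active means inhibition above the campaign mean inhibition plus 3 SD, cut at about 35% in these data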;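 further: 0% = GSTO1-1 with DMSO and 100% = wells lacking GSTO1-1 enzyme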
PAFAH1B2 inh = blocks human PAF acetylhydrolase 1b catalytic subunit 2; P68402; recombinant PAFAH1B2, FP-rhodamine activity probe, fluorescence polarization; inhibition, % at 3.39 µM; 340,000 tested, 1.2% active; AID 492953;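 active means inhibition above the mean of all tested compounds plus 3 SD, cut at about 24% in these data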;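 further: 0% = enzyme with DMSO and 100% = wells lacking PAFAH1B2; many of its hits are not listed in these tables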
Target sequence (P68402 whole entry, looked up): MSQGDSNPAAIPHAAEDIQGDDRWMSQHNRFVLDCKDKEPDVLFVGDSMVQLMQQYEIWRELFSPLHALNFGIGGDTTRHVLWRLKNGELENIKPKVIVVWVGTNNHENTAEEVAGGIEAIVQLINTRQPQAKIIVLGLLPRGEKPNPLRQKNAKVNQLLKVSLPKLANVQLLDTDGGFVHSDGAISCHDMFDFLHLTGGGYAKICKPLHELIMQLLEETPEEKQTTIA
PME-1 inh = PME-1 (human) inhibition. Q9Y570. recombinant PME-1, FP-Rh probe fluorescence polarization. inhibition, % at 5.9 µM. 320,000 tested, 0.53% active. AID 2130;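 active means inhibition above the campaign mean of all compounds plus 3 SD, cut at about 26% in these data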;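 further: competitive labeling of PME-1 active site by serine hydrolase directed probe; 0% = PME-1 with DMSO and 100% = wells lacking PME-1 enzyme; inhibitors block probe labeling so polarization falls and inhibition rises; many of its hits are not listed in these tables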
LYPLA1 inh = LYPLA1 (human) inhibition in PME1 counter-screen | O75608 | recombinant LYPLA1, FP-Rh probe fluorescence polarization | inhibition, % at 5.9 µM | 320,000 tested, 0.16% active | AID 2174;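 active means inhibition above the mean of all tested compounds plus 3 SD, set per campaign, cut at about 14% in these data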;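 further: inhibitors block serine hydrolase probe labeling of LYPLA1 so polarization falls; 0% = enzyme with DMSO and 100% = wells lacking LYPLA1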
Target sequence (O75608 whole entry, looked up): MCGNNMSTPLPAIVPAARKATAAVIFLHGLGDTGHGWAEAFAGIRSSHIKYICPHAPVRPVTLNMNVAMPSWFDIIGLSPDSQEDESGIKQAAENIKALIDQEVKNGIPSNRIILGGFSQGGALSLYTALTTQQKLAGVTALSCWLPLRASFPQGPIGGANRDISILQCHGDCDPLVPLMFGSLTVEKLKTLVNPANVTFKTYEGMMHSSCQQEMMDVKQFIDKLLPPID
PAD4 FP inh = inhibitors of human PAD4; inhibition, % at 6.36 µM; 330,000 tested, 0.41% active; recombinant PAD4, RCA probe fluorescence polarization; Q9UM07;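 active means percent inhibition above a cutoff equal to the mean of all tested compounds plus 3 SD, cut at about 15% in these data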;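 further: 0% = PAD4 with RCA probe and DMSO and 100% = probe without PAD4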
LYPLA2 inh = blocks human lysophospholipase 2, a PME1 counter-screen | O95372 | recombinant LYPLA2, FP-Rh probe fluorescence polarization | inhibition, % at 5.9 µM | 320,000 tested, 0.38% active;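 active means inhibition above the screen-wide mean plus 3 SD, limit set per campaign, cut at about 26% in these data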;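 further: 0% = LYPLA2 with DMSO and 100% = wells lacking LYPLA2 enzyme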
Target sequence (O95372 whole entry, looked up): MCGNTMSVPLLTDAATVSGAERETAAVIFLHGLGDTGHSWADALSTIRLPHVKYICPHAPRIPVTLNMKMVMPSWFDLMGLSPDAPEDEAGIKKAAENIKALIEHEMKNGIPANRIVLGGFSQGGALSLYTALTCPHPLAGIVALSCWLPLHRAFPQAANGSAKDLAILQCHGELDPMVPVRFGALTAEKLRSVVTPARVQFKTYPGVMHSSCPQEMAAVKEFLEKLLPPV
PAFAH1B3 FP inh = blocks human PAF acetylhydrolase 1B catalytic subunit 3; inhibition, % at 3.39 µM; recombinant PAFAH1B3, FP-rhodamine probe, fluorescence polarization; 340,000 tested, 0.28% active; AID 492972; Q15102;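 active means inhibition above the screen-wide average of all tested compounds plus 3 SD, cut at about 25% in these data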;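 further: 0% = enzyme with DMSO only and 100% = wells lacking PAFAH1B3 protein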
Target sequence (Q15102 whole entry, looked up): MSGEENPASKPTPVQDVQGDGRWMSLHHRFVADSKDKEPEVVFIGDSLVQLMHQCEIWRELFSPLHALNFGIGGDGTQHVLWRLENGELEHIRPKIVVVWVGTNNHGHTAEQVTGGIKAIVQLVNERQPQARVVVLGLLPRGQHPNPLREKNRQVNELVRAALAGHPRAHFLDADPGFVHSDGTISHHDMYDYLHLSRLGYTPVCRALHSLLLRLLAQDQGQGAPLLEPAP
Active calls of the source: *; x = not tested or not shown.

canonical_smiles | pPAFAH inh | PAFAH2 FP inh | GSTO1 counter | PAFAH1B2 inh | PME-1 inh | LYPLA1 inh | PAD4 FP inh | LYPLA2 inh | PAFAH1B3 FP inh
COc1ccc(Cn2c(C3CCCCC3)nc3c(c(=O)c4ccccc4n3C)c2=O)cc1 | -8 | x | -5 | x | -4 | -1 | -1 | -3 | x
N#Cc1cc(-c2ccccc2)cnc1Sc1ccc(Cl)cc1 | 2 | -4 | -8 | -5 | -4 | -3 | -2 | -9 | -2
COc1cc(/C=N/NC(N)=O)ccc1OCC(=O)N1C(C)CCCC1C (stereo not given) | -4 | 4 | 0 | 9 | -4 | 3 | -1 | -3 | 4
COC(=O)C1=C(CN2CCSCC2)NC(=O)NC1c1cc(C)ccc1C (stereo not given) | 1 | 0 | 2 | 6 | -3 | 1 | 5 | 6 | 6
O=C(O)c1ccccc1SCCS(=O)(=O)c1ccc(Cl)cc1Cl | 0 | -1 | 13 | 9 | -9 | 2 | 1 | 1 | 10
COc1ccc(CNC(=O)c2noc3c2CCCCC3)cc1 | 6 | -1 | 2 | 0 | 5 | 1 | 3 | 4 | -3
CC(C)=C[C@H]1C[C@H](C)[C@H]2CC[C@H](C)c3c(O[C@@H]4OC[C@@H](O)[C@H](O)C4O)c(O)c(C)c1c32 (stereo not given in full) | 1 | 4 | x | -4 | x | x | 2 | x | 0
COCCCn1c(SCC(=O)NC2CCCCC2)nc2ccccc2c1=O | -1 | 18 | 22 | 2 | 0 | -2 | 3 | 0 | 4
Cc1c(C(=O)Nc2nnc(C3CC3)s2)oc2ccccc12 | 3 | 4 | x | 5 | -8 | -5 | 1 | -7 | -1
O=C(COC(=O)CNC(=O)c1ccc2c(c1)OCO2)Nc1ncc(Cl)cc1Cl | 7 | 3 | 1 | -2 | 6 | -1 | -4 | 5 | 9
O=c1c2c3c(sc2nc2n1CCC2)CCC3 | -3 | 5 | -2 | 0 | -2 | 1 | -8 | -3 | 1
O=C(CSc1ncnc2sccc12)Nc1ccccc1F | 2 | 8 | 4 | 1 | 1 | -2 | 2 | -3 | 8
Cc1ccc(C(=O)CC2(O)C(=O)N(C)c3ccccc32)o1 (stereo not given) | 1 | 0 | 2 | 0 | -6 | 3 | -4 | 3 | 3
Clc1ccc(-n2nnc(-c3ncc[nH]3)n2)cc1Cl | -1 | -2 | 5 | -3 | 1 | -4 | 0 | 1 | -3
C=CCN1C(=O)C(CC(=O)NCC)SC1=Nc1ccccc1OC (stereo not given) | 1 | 0 | 2 | -1 | 2 | -1 | -1 | 2 | -1
O=C(c1ccco1)N1N=C(c2ccc(Cl)cc2)CC1(O)C(F)(F)F (stereo not given) | 4 | 7 | 3 | 4 | 5 | 0 | -5 | -3 | -1
CCC(NS(=O)(=O)c1ccc(C)cc1)C(=O)N1CCOCCOCCOCCOCC1 (stereo not given) | 1 | 6 | -4 | 7 | 2 | 0 | 0 | 5 | 0
CCN1CCN(C(=O)C(=O)c2cn(CC(=O)N3CCCCCC3)c3ccccc23)CC1 | 4 | -1 | 1 | -4 | 0 | 2 | -1 | 4 | 0
C=CCOC(=O)C1=C[C@@H](c2coc3ccccc3c2=O)C[C@@H](OCCCCO)O1 | 9 | 0 | 0 | -5 | 4 | -2 | 5 | -4 | 3
CC(=O)c1cccc(NC(=O)CSc2nnc(-c3ccncc3)o2)c1 | -1 | -3 | x | -2 | 0 | -3 | 6 | 1 | 5
CCN1C(=O)c2cccc3c(S(=O)(=O)NCCCN4CCOCC4)ccc1c23 | 3 | -4 | 2 | 0 | -3 | -2 | 0 | 2 | 3
O=C(O)c1ccc(N2CC3CC(C2)c2cccc(=O)n2C3)c(NS(=O)(=O)c2cccc(C(F)(F)F)c2)c1 (stereo not given) | 6 | -9 | 0 | 4 | -1 | -2 | 2 | -1 | 4
O=C(N/N=C/c1ccccc1F)c1ccccc1OCc1ccccc1 | -2 | -3 | 2 | -3 | 1 | -2 | -2 | -6 | 2
CC1CC(C)CN(C2CCN(Cc3cccnc3)CC2)C1 (stereo not given) | 3 | 0 | 6 | 9 | 6 | 1 | 3 | -2 | -4
COc1ccc(OC)c(CCNC(=O)CN2C(=O)CCSc3ccccc32)c1 | 2 | 36* | 2 | 16 | -5 | -3 | 4 | 2 | 17
COc1ccc(-c2cnc(N)nc2-c2ccc(OC)cc2O)cc1 | -1 | 19 | 7 | 0 | 8 | 1 | 3 | 5 | 7
O=C(Nc1ccccc1C(=O)O)c1cccc(NC(=O)c2ccco2)c1 | -13 | 2 | -30 | 4 | -2 | 1 | -4 | -9 | 8
COCCOC(=O)C1=C(C)N=C2SCCC(=O)N2C1c1ccc(OC(=O)c2ccco2)cc1 (stereo not given) | 1 | -2 | -1 | 5 | -1 | 1 | -3 | -5 | 1
CCN(CC(=O)Nc1ccccc1OC)Cc1csc(CC(=O)Nc2ccc(C)cc2)n1 | 22 | 12 | x | 1 | x | x | -5 | x | 4
CCOC(=O)c1c(NC(=O)c2nn(CC)cc2Br)c(C#N)nn1-c1ccccc1 | 1 | -4 | 1 | 2 | -4 | -3 | -3 | -8 | 7

The list continues:
smiles	pPAFAH inh	PAFAH2 FP inh	GSTO1 counter	PAFAH1B2 inh	PME-1 inh	LYPLA1 inh	PAD4 FP inh	LYPLA2 inh	PAFAH1B3 FP inh
COc1ccc(/C=C/C(=O)OCC(=O)Nc2ncc(Cl)cc2Cl)cc1	11	37*	x	0	x	x	-6	x	-2
Cc1ccc(-c2c[n+](CC(=O)c3cccs3)c3n2CCC3)cc1	3	8	1	-1	-1	3	5	0	-4
Oc1ccc(/C=N/Nc2nc(-c3cccnc3)nc3ccccc23)c(O)c1	25*	-3	-20	3	52*	-5	-2	11	25
CN1/C(=C/C(=O)C2CC2)C(C)(C)c2ccccc21	3	-4	0	3	-4	-4	-10	-10	-2
COC(=O)c1c(-c2ccccc2)csc1N1C(=O)Nc2ccccc2N1O	-5	-2	-1	0	2	-3	-1	-3	-6
CSc1nnc(NC(=O)c2cccc(S(=O)(=O)N3CCOCC3)c2)s1	1	1	-6	-2	0	-1	1	3	4
CC(=O)Nc1ccc(N2S(=O)(=O)c3ccccc3S2(=O)=O)cc1	-7	-3	-1	2	-4	-6	0	-5	7
N#Cc1ccc(C(=O)OCC(=O)NC(=O)NC2CCCCC2)cc1	3	7	x	0	-1	0	-2	9	-2
CCOC(=O)N1CCN(C(=O)c2cccc(S(=O)(=O)Nc3ccc(OC)cc3)c2)CC1	9	0	15	-2	-6	-3	3	-4	2
COc1ccc(CN2CCN(c3ccccc3OC)CC2)c(OC)c1	-3	7	-4	1	-7	0	2	-1	2
O=C(NCC1CCCO1)c1ccccc1-c1nc(-c2ccccc2)no1 (stereo not given)	4	-1	3	-1	0	0	-10	4	-1
Cc1ccc(S(=O)(=O)C2(C(=O)NC3CCCCC3C)CC2)cc1 (stereo not given)	-3	-3	-7	-2	0	2	-2	1	6
Cc1cc(=O)oc2c3c(cc(OCC(=O)N4CCC(C(=O)O)CC4)c12)OC(C)(C)CC3	17	9	-9	4	6	5	2	6	5
Cc1c(Br)c([N+](=O)[O-])nn1CC(=O)Nc1ccccn1	-1	-1	-1	0	2	2	-2	4	-1
CC(=O)n1cc([C@H]2C=C(C(=O)O)O[C@@H](OCCCCO)C2)c2ccccc21	2	-3	-1	-2	-2	-1	-5	4	9
COc1ccc(NC(=O)CCC(=O)c2cccs2)c(OC)c1	8	-1	-2	3	-7	-3	2	5	-2
O=P1(Nn2cnnc2)C=C(c2ccccc2)OC(c2ccccc2)=C1	4	-6	0	8	-1	17*	1	18	8
CC[C@]1(c2ccccc2)C(=O)N(C(=O)OC)N1C(=O)OC	-1	9	1	-4	-6	1	-5	0	-7
C/C(=N/NC(=O)c1ccn(C)n1)c1ccncc1	-4	x	-1	x	-2	0	-3	-4	x
Cc1ccc(S(=O)(=O)N(C)CCCC(=O)Nc2cc(C)ccc2C)cc1	-2	10	11	1	1	-1	1	4	-3

Just LYPLA1 inh, LYPLA2 inh and PAFAH1B3 FP inh (2 entries from above):
mol,LYPLA1 inh,LYPLA2 inh,PAFAH1B3 FP inh
O=P1(Nn2cnnc2)C=C(c2ccccc2)OC(c2ccccc2)=C1,17*,18,8
CSc1nnc(NC(=O)c2cccc(S(=O)(=O)N3CCOCC3)c2)s1,-1,3,4

Other records follow.
smiles	pPAFAH inh	PAFAH2 FP inh	GSTO1 counter	PAFAH1B2 inh	PME-1 inh	LYPLA1 inh	PAD4 FP inh	LYPLA2 inh	PAFAH1B3 FP inh
CN(CC(=O)Nc1ccc(Cl)c(C(F)(F)F)c1)C(=O)c1cn2ccccc2n1	8	3	-2	-1	2	-5	2	7	2
O=C(NCc1cccnc1)c1ccc(CS(=O)(=O)c2ccc(Br)cc2)o1	1	8	-1	-2	1	0	2	-6	3
CCCN1C(=O)/C(=C/c2nc3ccccc3c(=O)[nH]2)c2cc(C)ccc21	1	9	0	-2	4	3	0	5	1
N#Cc1ccc(-c2ccc(OCC(=O)NCCCN3CCCC3=O)cc2)cc1	7	0	12	-2	6	-4	6	1	6
CC(=O)c1c(C(=O)O)c2ccccc2[nH]c1=O	2	1	8	7	-1	-3	0	-1	2
O=C1CC(c2ccccc2)Cc2nc(NCc3ccco3)ncc21 (stereo not given)	7	-3	1	-2	1	-2	-4	2	-1
COc1ccc(-n2cc3ccc([N+](=O)[O-])cc3n2)cc1	12	-3	2	4	7	2	-9	1	-3
Cc1ccc(S(=O)(=O)N2CCCCC2)cc1C(=O)NCCC1=CCCCC1	3	5	-1	4	10	-2	3	3	5
Cc1ccc(O)c(-c2cc(-c3ccccc3F)[nH]n2)c1	2	-8	-6	-1	-1	-5	-1	-7	7
COc1cc(Br)c(CNc2cc(C)ccc2C)cc1OC	7	7	-3	3	5	1	3	7	10
O=C(CN(c1ccccc1)S(=O)(=O)c1ccccc1[N+](=O)[O-])Nc1ccccc1C(=O)N1CCOCC1	-8	8	6	3	18	-1	-6	-3	11
COc1cc(NC(=O)CN(c2ccc(C)cc2)S(=O)(=O)c2c(C)n[nH]c2C)cc(OC)c1	2	2	0	1	-4	-3	6	-3	5

Single entries from above.
CCCN1C(=O)/C(=C/c2nc3ccccc3c(=O)[nH]2)c2cc(C)ccc21 in LYPLA1 inh has 3
N#Cc1ccc(-c2ccc(OCC(=O)NCCCN3CCCC3=O)cc2)cc1 in PME-1 inh has 6
Cc1ccc(S(=O)(=O)N2CCCCC2)cc1C(=O)NCCC1=CCCCC1 in PAFAH1B3 FP inh has 5
O=C1CC(c2ccccc2)Cc2nc(NCc3ccco3)ncc21 (stereo not given) in PAFAH1B3 FP inh has -1
Cc1ccc(O)c(-c2cc(-c3ccccc3F)[nH]n2)c1 in LYPLA2 inh has -7
CN(CC(=O)Nc1ccc(Cl)c(C(F)(F)F)c1)C(=O)c1cn2ccccc2n1 in GSTO1 counter has -2
O=C(CN(c1ccccc1)S(=O)(=O)c1ccccc1[N+](=O)[O-])Nc1ccccc1C(=O)N1CCOCC1 in PAD4 FP inh has -6

A portion of the library, so the mix of outcomes need not match the whole.
